GALR2 antag – GALR2 (human) receptor antagonism; O43603; GALR2-expressing cells, antagonist mode; inhibition, % at 4 µM; hit rate 0.39% among 140,000; in the data active = inhibition above about 27%;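 also: cells stimulated with galanin 1-16 at roughly its EC80; 0% = agonist challenge control and 100% = basal control without agonist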
Target sequence (O43603 whole entry, looked up): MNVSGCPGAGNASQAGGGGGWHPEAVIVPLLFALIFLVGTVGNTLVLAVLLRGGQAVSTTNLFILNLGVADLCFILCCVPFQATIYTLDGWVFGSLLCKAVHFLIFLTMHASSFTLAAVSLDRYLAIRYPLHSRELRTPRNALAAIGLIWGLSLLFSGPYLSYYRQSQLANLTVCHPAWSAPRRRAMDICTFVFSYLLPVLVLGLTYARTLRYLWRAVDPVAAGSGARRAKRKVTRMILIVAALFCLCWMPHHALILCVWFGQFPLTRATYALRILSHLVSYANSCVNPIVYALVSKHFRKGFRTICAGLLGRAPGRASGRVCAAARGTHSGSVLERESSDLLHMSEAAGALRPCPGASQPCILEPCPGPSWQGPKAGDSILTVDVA
Measles CPE – protection of cells from measles virus; Measles virus-infected cells, CPE protection, absorbance; protection (pct of control), % at 4 µM; hit rate 1.5% among 140,000; in the data active = protection mostly above about 24%, no sharp cut-off; inactive = mostly below about 26%; also: some compounds called inactive have numbers as strong as hits
Phagocyt inh – blocks phagocytosis by macrophages; AID 1029; J774A.1 macrophage IgG-bead phagocytosis, imaging; inhibition, % at 5 µM; hit rate 0.07% among 110,000;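 active = inhibition above the mean of the plate negative controls plus 5 SD, cut at about 13% in these data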;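 also: phagocytic index as fraction of beads internalized from green versus red external bead signal; plate controls were DMSO negative control for no effect and cytochalasin-D positive control for full effect; some results beyond the cut were filed as inactive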
NPY Y2 blocker – NPY-Y2 (human) receptor antagonism; hit rate 0.99% among 140,000; NPY-Y2 expressing cells, antagonist mode; P49146; AID 793; inhibition, % at 2.7 µM; in the data active = inhibition above about 17%;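 also: 0% = vehicle with agonist challenge and 100% = reference antagonist with challenge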
Target sequence (P49146 whole entry, looked up): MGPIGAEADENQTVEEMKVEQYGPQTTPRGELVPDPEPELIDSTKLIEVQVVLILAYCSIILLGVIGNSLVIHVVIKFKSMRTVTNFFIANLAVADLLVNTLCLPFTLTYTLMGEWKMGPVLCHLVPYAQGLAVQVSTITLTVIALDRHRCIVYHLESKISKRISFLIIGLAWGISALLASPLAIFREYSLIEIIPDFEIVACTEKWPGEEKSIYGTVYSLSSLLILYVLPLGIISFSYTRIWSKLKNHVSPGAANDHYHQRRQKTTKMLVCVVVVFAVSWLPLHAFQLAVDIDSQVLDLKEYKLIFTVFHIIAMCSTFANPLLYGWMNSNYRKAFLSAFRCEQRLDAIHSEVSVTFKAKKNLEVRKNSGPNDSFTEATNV
PTEN del growth – PTEN-deleted cell growth suppression. HCT116 PTEN-null viability, CellTiter-Glo, 60 h; active compounds read low. viability, % at 10 µM. hit rate 1.2% among 140,000;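 active = viability at or below a set limit, 4 SD under the median of all tested compounds, cut at about 3.7% in these data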;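 also: PTEN knockout HCT116 line with beta catenin targeted HCT116 as companion control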
BB579 growth dn – chemicals that inhibit yeast BB579 growth in restrictive medium (lifespan-shortening candidates). S. cerevisiae BB579 growth, OD615, 48 h. inhibition, % at 10 µM. hit rate 0.51% among 140,000. AID 804;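 active = inhibition above a set limit, 3 SD over the mean compound inhibition, cut at about 44% in these data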; also: inactives centre near -24
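System: Saccharomyces cerevisiae DeaD strain BB579, replicative lifespan model yeast | Buffer or medium: Restrictive glucose-based CSMM-D medium | Times: 4 h preincubation and 48 h exposure at 30 °C | Detection: OD615 turbidity measurement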
MRP-1 activ – activates MRP-1; hit rate 0.61% among 140,000; viability increase, % at 10 µM; H69AR cells + doxorubicin, viability rescue, CellTiter-Glo; AID 799;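 active = viability gain under doxorubicin at or above a set limit, the compound median plus 3 SD, cut at about 4.7% in these data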;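 also: MRP-1 overexpressing cells given doxorubicin 25 µM after compound pretreatment; 18-22 h compound pretreatment then 72 h with doxorubicin before readout; 0% = doxorubicin-only wells and 100% = vehicle-treated cells without doxorubicin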
Yeast lifespan up – extends the lifespan of yeast | inhibition of the nicotinamide effect, % at 10 µM | hit rate 0.68% among 130,000 | S. cerevisiae growth with nicotinamide, OD615; deaD strain in restrictive glucose medium;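 active = inhibition above a set limit, placed 3 SD over the median of all compounds, cut at about 26% in these data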;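 also: 0% = nicotinamide-treated wells and 100% = cells grown without nicotinamide; some compounds called inactive have numbers as strong as hits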
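Assay system: engineered S. cerevisiae DeaD replicative-lifespan strain, galactose-grown log-phase cells; medium: restrictive CSMM-D dextrose medium; also added: nicotinamide, 1.5 mM, co-present with compound; schedule: 48 h compound exposure at 30 °C, humidified; detection: absorbance at 615 nm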
HCT116 bCat-KO – beta-catenin-lacking colon tumor cell growth suppression; HCT116 beta-catenin knockout viability, CellTiter-Glo, 60 h; active compounds read low; hit rate 1.5% among 140,000; viability, % at 10 µM;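 active = viability at or under a set limit, the compound median less 4 SD, cut at about 6% in these data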;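 also: 0% = Hyamine 1622 control at 20 µM and 100% = untreated cell control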
E-sel TNF inh – blocks E-selectin expression induced by TNF alpha; inhibition, % at 2 µM; AID 1246; hit rate 0.71% among 120,000; HUVEC TNFa-induced E-selectin immunofluorescence, high content;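 active = inhibition above the batch mean plus 3 SD, and confirmed as a hit on visual image review, cut at about 43% in these data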;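 also: 0% = TNF-stimulated DMSO wells and 100% = unstimulated control wells; not every result past the cut was called active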
Active calls of the source: *; . = no result given; & = joins results of further samples.

#	Compound	NPY Y2 blocker	PTEN del growth	GALR2 antag	E-sel TNF inh	HCT116 bCat-KO	Yeast lifespan up	BB579 growth dn	MRP-1 activ	Measles CPE	Phagocyt inh
1	CCNC(=S)N1CCn2c(nc3ccccc32)C1	0	102	12	-22	93	6	-9	0.4	4	2
2	COC(=O)c1cc(C(=O)OC)n(Cc2ccc(Br)cc2)n1	1	98	-4	-6	101	-10	-14	-0.4	2	.
3	COC(=O)c1ccc(NC(=O)C2CC(=O)N(c3cc(C)ccc3C)C2)cc1 (centres undefined)	-1	98	6	12	101	6	2	-2.5	10	0
4	COc1cc(NC(=O)Cn2nnc(-c3ccccc3N)n2)cc(OC)c1	1	91	14	10	97	0	-4	-2.6	4	-1
5	O=C(CCCNS(=O)(=O)c1cccc2nsnc12)NCc1ccccc1	1	99	-2	.	98	-2	8	-5.0	7	1
6	O=C(COC(=O)c1ccncc1)Nc1cccc(Cl)c1	1	97	-3	12	98	-8	-27	-0.6	0	0
7	Oc1ccccc1-c1nc(NCC2CCCO2)c2ccccc2n1 (centres undefined)	-1	61	5	.	64	-11	-12	-1.5	1	-5
8	COc1cc(N/C(=N/S(=O)(=O)c2ccccc2)c2ccccc2)ncn1	1	105	3	-8	107	4	-33	-0.7	28	3
9	CCOC(=O)c1c(NC(=O)c2nn(CC)cc2Br)c(C#N)nn1-c1ccccc1	-3	84	11	3	85	-17	-42	-1.4	29	0
10	CC(C)(C)OC(=O)N1CCN(c2ccc(CNC(=O)c3ccc(Cl)cc3)cc2)CC1	15	25	-6	36	20	-25	6	-3.3	3	.
11	Cn1c(SCc2ccccc2Cl)nnc1-c1cnccn1	2	105	10	.	106	-12	-42	0.3	8	1
12	CN1C=CC=C/C1=C1\SC(=S)N(c2ccccc2)C1=O	0	109	-4	17	91	-2	-23	-1.2	8	.
13	CCOCCn1c(CCCO)nc2ccccc21	3	119	-2	-31	103	-2	-50	-0.5	3	-1
14	Cc1cc(NC(=O)CN2C(=O)NC(C)(c3ccccc3)C2=O)no1 (centres undefined)	3	99	-4	13	93	-2	-73	0.1	20	-1
15	O=[N+]([O-])c1ccccc1NCc1ccc(Cl)cc1	2	79	1	10	81	-11	-15	0.6	18	.
16	Cc1cc(C)nc(N(C#N)S(=O)(=O)c2ccccc2)n1	4	90	-8	.	99	-13	-8	-1.0	7	0
17	CCc1cccc(C)c1NC(=O)COC(=O)c1c2c(nc3ccccc13)/C(=C\c1cccs1)CCC2	6	69	4	.	71	4	-42	0.4	5	-8
18	COc1ccccc1C1c2c(C)nn(-c3ccccc3)c2NC(=O)C1NC(=O)c1ccccc1 (centres undefined)	-1	80	4	-42	83	-3	-11	-4.0	11	0
19	COc1ccccc1C(=O)NN1C(=O)C2C3C=CC(O3)C2C1=O (centres undefined)	-2	100	13	-45	93	-7	-17	-2.7	3	-2
20	COc1ccc(C2CC(C(F)(F)F)n3nc(C(=O)NCc4c(C)nn(C)c4C)c(Cl)c3N2)cc1 (centres undefined)	0	51	2	-4	54	-5	-32	-1.5	16	2
21	COC(=O)C1=C(C)N(c2ccc(C)c(C)c2)/C(=C/c2cccs2)C1=O	1	13	2	.	19	-1	-42	-3.9	5	0
22	CCNC(=O)NC(=O)C(C)OC(=O)c1ccc(-n2nc(SC)sc2=S)cc1 (centres undefined)	0	83	-2	-10	87	-7	-34	-1.6	13	-5
23	CC1CC(C)CN(C(=O)Cn2c(-c3nonc3N)nc3ccccc32)C1 (centres undefined)	10	85	-12	0	86	.	-34	-2.9	18	.
24	CCOC(=O)c1c(CN2CCCCC2)oc2ccc(OC)cc12	10&12	88&84	0&13	.	98&86	-4&-9	-17&-2	-3.0&-2.6	4&3	-4&0
25	COc1ccc(OC)c(NS(=O)(=O)c2ccc(Cl)nc2)c1	2	101	4	.	108	2	8	-2.8	32*	-1
26	O=C(c1ccc2c(c1)OCO2)N1CCNc2ccccc2C1	0	108	-3	-21	115	-9	-15	0.0	1	0
27	Cn1c(SCC#N)nnc1-c1cnccn1	3	88	0	-25	96	.	-21	-0.2	27	.
28	CCn1ncc(C(=O)Nc2ccc(S(=O)(=O)N3CCCC3)cc2)c1C	-2	102	-4	.	93	-2	-38	-0.7	9	1
29	COc1cc2c(cc1OC)CN(C(C)C(=O)N1CCc3ccccc31)CC2 (centres undefined)	2	60	-10	3	58	-9	-20	-1.1	16	-1
30	COc1ccc(NC(=O)c2nc3nccc(C)n3n2)cn1	0	105	-8	-1	103	-5	-18	-0.2	7	-1
31	CCCC(=O)N(Cc1cc2ccccc2[nH]c1=O)c1ccccc1OC	4	76	-6	-4	77	-17	-18	-1.9	38*	0
32	COc1ccc2c(c1)c1nc3ccccc3nc1n2CC(=O)OC(C)C	0	3.7*	-3	-7	2.3*	-19	-20	-4.8	14	0
33	CCN(c1ccccc1)S(=O)(=O)c1ccc(Cl)c(NC(=O)CSc2ncn[nH]2)c1	1	97	3	.	95	14	-6	4.7	3	-9
34	Cc1cc(Br)ccc1OCCCCN1CCC(C)CC1	12	53	6	-18	45	-4	-10	-5.1	8	-3
35	COCCCn1c(-c2ccc(OC)cc2)nc2nc3ccccc3nc21	5	104	6	.	101	-16	-55	-2.8	21	1
36	COC(=O)c1cc(C(=O)c2ccc(Cl)cc2Cl)cn1C	2	83	14	-35	89	-6	22	-1.2	12	.
37	Cc1cc(C(=O)NCc2cccnc2)no1	2	95	9	-5	98	2	-26	0.8	6	2
38	COc1cccc(-n2c(SC)nnc2-c2cnccn2)c1	1	105	13	-13	105	-13	-49	-0.6	.	.
39	CCN(CC)CCOc1nc(C)nc2c1oc1ccccc12	2	98	4	.	91	-5	-39	-0.6	9	-1
40	CC(=O)[C@@H]1[C@@H]2C(=O)N(c3ccc(F)c(Cl)c3)C(=O)[C@@H]2C2c3ccccc3C=CN21 (some centres undefined)	1	90	9	.	96	-5	-43	-3.3	6	.
41	CN(C)C(=O)COC(=O)/C=C/c1ccccc1[N+](=O)[O-]	3	94	21	-14	107	-9	-28	-2.9	12	0
42	COc1ccc(Cn2c(O)c(C=Nc3ccccc3)c3ccccc3c2=O)cc1	3	78	-5	4	85	-3	-28	1.4	3	-1
43	Cc1cccc(-n2c(C)n[nH]c2=S)c1C	3	94	-6	16	98	-14	0	-1.1	12	2
44	COc1ccc(C(=O)NC2CCN(C(=S)NCc3ccco3)CC2)cc1	-1	97	-4	9	94	-2	-24	-1.2	15	-1
45	O=c1cc(Cn2ccnc2)c2cc3c(cc2o1)CCC3	2	87	4	-11	93	4	-28	-3.4	13	-1
46	CCOC(=O)C(NC(C)=O)(Nc1ccc(S(=O)(=O)Nc2ccncn2)cc1)C(F)(F)F (centres undefined)	1	98	5	-10	96	.	-15	-1.5	17	.
47	COc1ccc(CCN(C(=S)Nc2ccccc2)C2CC(=O)N(c3ccccc3)C2=O)cc1 (centres undefined)	-4	66	-7	6	50	-17	-45	-1.9	3	.
48	CCOC(=O)c1ccc(NC(=O)c2ccccc2C)cc1	2	97	12	8	97	-6	9	1.8	13	-5
49	CC(=O)N1CCN(c2ccc(NC(=S)NC(=O)COc3ccc(C(C)(C)C)cc3)cc2)CC1	2	80	13	.	80	3	-13	-1.2	3	.
50	COc1ccc(N=NC2=C(O)CC(C)(C)CC2=O)c(OC)c1	0	92	-4	7	89	.	-33	-1.7	3	.

(next part)
#	Compound	NPY Y2 blocker	PTEN del growth	GALR2 antag	E-sel TNF inh	HCT116 bCat-KO	Yeast lifespan up	BB579 growth dn	MRP-1 activ	Measles CPE	Phagocyt inh
51	COc1ccc(-n2c(=O)c3ccccc3n(CC(=O)NC3CCCC3)c2=O)cc1	2	81	2	-18	75	-23	-26	-2.4	12	2
52	Cc1ccccc1NC(=O)c1c(F)c(F)c(F)c(F)c1F	0	66	7	12	79	-7	-86	-1.6	7	-1
53	Nc1ccccc1Nc1ccccc1	-1	64	15	-89	72	-32	-7	-7.4	24	0
54	O=c1c(-c2ccc3c(c2)OCCO3)c(C(F)(F)F)oc2cc(O)cc(O)c12	2	86	-2	-9	93	-8	-42	0.8	5	-1
55	O=C(CSc1nnc2scc(-c3ccccc3)n12)N1CCN(Cc2ccccc2)CC1	-1	85	-1	-7	96	-7	-92	-1.3	5	.
56	Cc1cc(N2CCCC2=O)cc(C)c1S(=O)(=O)NCCOc1ccc(C(C)(C)C)cc1	4	25	7	-6	22	.	-16	-0.1	5	.
57	COc1ccccc1-c1cc(-c2ccccc2)nc(SC(C(N)=O)c2ccccc2)c1C#N (centres undefined)	1	3.5*	-8	-7	54	-7	-27	-4.2	6	0
58	COc1cc(/C=N/NC(=O)CCn2nnc3ccccc32)ccc1O	4	102	6	.	98	1	-4	-1.1	6	-5
59	COc1ccccc1-c1nnc(SCCN2CCOCC2)n1-c1ccc(C)cc1	0	90	-2	2	93	-5	-31	-3.8	8	-1
60	CSc1nc2sc3c(c2c2nnnn12)CCCC3	2	72	0	.	86	-31	34	-0.5	10	.
61	O=C(NC(=S)Nn1cnc2c(cnn2-c2ccccc2)c1=O)c1ccccc1	3	89	1	.	93	1	-33	1.5	.	-8
62	CN(C)C(=O)CSc1nnc(CCNC(=O)OC(C)(C)C)o1	-3	99	-6	27	108	2	-55	0.3	2	0
63	CCN1CCN(c2cc(C)c3cc(NC(=O)Cc4ccccc4OC)ccc3n2)CC1	1	76	1	-24	59	-11	-7	-2.1	10	0
64	CC1CC(C)CN(C(=O)c2ccc(NC(=O)c3ccc(=O)[nH]c3)cc2)C1 (centres undefined)	-3	98	8	3	84	8	-13	-3.0	6	.
65	Fc1ccc2c(c1)C1C=CCC1C(c1cc3c(cc1Br)OCO3)N2 (centres undefined)	7	55	-3	-18	65	-20	-79	-0.4	5	.
66	O=C(O)C(F)(F)S(=O)(=O)O	-1	96	-12	2	93	-13	-27	-1.3	9	1
67	Cc1noc(C)c1COC(=O)c1cccnc1SCC(=O)Nc1ccc2c(c1)OCO2	1	73	7	-10	83	-6	-11	-2.1	5	-1
68	COc1ccc(NC(=O)c2oc3cc(C)c(C)cc3c2C)c(OC)c1	0	92	-6	-18	99	.	-17	-1.1	3	.
69	CC(C)CCn1nnnc1C(c1ccc(F)cc1)N1CCN(C(=O)c2ccco2)CC1 (centres undefined)	5	90	-4	.	95	-5	-22	-0.3	19	.
70	CC(CCc1ccccc1)NC(=O)CSc1ccccc1 (centres undefined)	5	95	2	9	93	-1	9	-3.4	15	3
71	O=C(CNc1cccc(C(F)(F)F)c1)N/N=C/c1cccc(Br)c1	5	78	-3	-6	79	-2	-30	4.4	22	-8
72	Cc1ccccc1NC(=O)c1ccccc1	-2	101	5	7	100	43*	-21	-0.8	5	-1
73	CCc1c(C)nc2ncnn2c1N1CCCC(C(=O)NCCc2ccccc2)C1 (centres undefined)	1	85	-9	-2	85	-2	-22	-2.2	3	-5
